Screening data (PubChem BioAssay)
S-ASM inh = inhibitors of human secretory acid sphingomyelinase | P17405 | placental ASM, HMU-PC fluorogenic substrate, 60 min | Potency, µM (series often up to 57.5 µM), without a hit: at the top dose activity change, negative = inhibition, usual class: inhibitors | actives 0.006% (n = 340,000) | AID 504937; further: potency means the concentration at half of the fitted maximal effect
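Human placenta-derived ASM preincubated with compound 10 min at room temperature, then reacted with 9 uM (final) fluorogenic HMU-PC substrate for 60 min at 37 C. Stop solution raises pH to 10; fluorescence read at Ex 386/Em 447 nm.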
TSHR antagonist = human thyrotropin receptor antagonism | P16473 | TSHR-expressing cells, TSH-stimulated cAMP HTRF, 2 h; active compounds read low | activity change, negative = inhibition, % at 11.5 µM | actives 0.2% (n = 330,000) | AID 504810;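 active means activity change below a set negative limit, meaning inhibition stronger than a set level, cut at about -70% in these data; inconclusive means activity change between two set negative limits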; further: on the % scale 0 is the no-effect control and ±100 the full control effect
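Read-out is FRET at 665 nm (cryptate excitation 337 nm) from a cryptate-tagged anti-cAMP antibody, competed by cell cAMP against cAMP-d2. Compounds are tested on freshly harvested TSHR cells challenged with 4nM TSH (EC80) for 2 hours at 37 deg C.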
Mito fusion yeast = inhibitors of mitochondrial division or activators of mitochondrial fusion | S. cerevisiae fusion-defective mutant growth rescue, CellTiterGlo 48 h | Potency, µM (series often up to 46.1 µM), inactives show at the top dose growth rescue (activation), actives largely listed as activators | actives 0.23% (n = 320,000) | AID 485298;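 further: potency means the concentration at half of the fitted maximal effect; % of control where 0% means no effect; nearly all actives have a fitted effect of over 45% in size; temperature-sensitive fusion mutants such as fzo1-1 at 37 °C on non-fermentable ethanol glycerol medium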
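Yeast fusion mutant, YPEG (non-fermentable carbon), compound, 48 h at 37C non-permissive; CellTiterGlo added, 10 min RT, luminescence read. Rescued growth = division inhibition.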
Eya2 inh = inhibitors of human Eya2 phosphatase activity | O00167 | recombinant Eya2, OMFP fluorescence dephosphorylation (OMFP is methylfluorescein phosphate) | Potency, µM (titrated, usually from 76.9 µM), without a hit: at the top dose activity, negative = inhibition, usual class: inhibitors | actives 0.006% (n = 330,000) | AID 488837; further: potency means the concentration at half of the fitted maximal effect; on the % scale 0 is the no-effect control and ±100 the full control effect
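Eya2 protein (added as 0.2 uM solution) was preincubated with compound for 10 min at ambient temperature in 50 mM HEPES pH 7.5, 50 mM NaCl, 5 uM MgCl2, 0.05% BSA, 1 mM DTT. OMFP (added at 50 uM) then reacted 10 min; fluorescence read at 485/525 nm.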
Chronic BCR inh = chronic active BCR signaling inhibition; ABC-DLBCL IkBa-CBG/CBR reporter, luminescence ratio, 4 h; Potency, µM (doses to about 46.1 µM), for the others: at the top dose ratio change, negative = lower green/red ratio, usual class: inhibitors; AID 493014; actives 0.05% (n = 340,000); active means well fitted inhibition curve with a large enough effect in the signal ratio, with a control signal flat, not every such curve was filed as active; inconclusive means small, poorly fitted or top-dose-only effect, or effect the other way, or a change in a side signal; the % refers to the signal ratio;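 further: potency means the concentration at half of the fitted maximal effect; plate controls were basal doxycycline-induced cells for no effect and cells given 10 µM MG132 for full effect; MG132 reads +100%, hits lower the ratio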
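Doxycycline induced both beetle luciferases in TMD8 lymphoma cells; IKK-driven degradation limits the IkappaBalpha-fused green signal, while red luminescence normalises for cell number and nonspecific effects. Compounds tested up to 46 uM, 4 hrs.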
Menin-MLL TR inh = menin-MLL binding inhibition, Texas Red mutant peptide; O00255; Menin + Texas Red MLL mutant peptide, fluorescence polarization; Potency, µM (series often up to 61.6 µM), inactives show top-dose FP activity change, negative = inhibition, hits mostly inhibitors; actives 0.23% (n = 270,000); AID 1768; active means well fitted inhibition curve with a large enough effect in the polarisation, with a control signal flat, not every such curve was filed as active; inconclusive means small, poorly fitted or top-dose-only effect, or effect the other way, or a change in a side signal; inactive means no such curve, though single readings can be large or run the other way; the % refers to the polarisation; further: potency means the concentration at half of the fitted maximal effect; % of control where 0% means no effect; many of its hits are not listed in these tables
Target sequence (O00255 whole entry, looked up): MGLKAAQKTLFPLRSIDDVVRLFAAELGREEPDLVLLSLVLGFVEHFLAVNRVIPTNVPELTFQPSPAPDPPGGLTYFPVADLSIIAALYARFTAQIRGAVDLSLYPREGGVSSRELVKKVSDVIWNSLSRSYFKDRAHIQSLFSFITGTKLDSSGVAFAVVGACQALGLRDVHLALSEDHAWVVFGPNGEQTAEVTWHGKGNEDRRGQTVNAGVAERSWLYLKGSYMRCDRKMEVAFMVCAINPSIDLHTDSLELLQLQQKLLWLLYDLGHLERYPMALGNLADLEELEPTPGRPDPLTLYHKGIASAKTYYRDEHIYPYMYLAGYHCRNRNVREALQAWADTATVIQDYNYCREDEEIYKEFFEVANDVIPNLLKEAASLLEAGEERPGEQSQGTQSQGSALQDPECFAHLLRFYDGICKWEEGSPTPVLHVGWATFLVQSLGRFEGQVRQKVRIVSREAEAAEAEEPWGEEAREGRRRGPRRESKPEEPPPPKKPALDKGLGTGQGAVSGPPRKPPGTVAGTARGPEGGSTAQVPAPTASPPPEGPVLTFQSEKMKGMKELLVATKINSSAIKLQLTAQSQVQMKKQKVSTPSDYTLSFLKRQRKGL
MBNL1 CUG block = blocks human MBNL1 binding to CUG repeat RNA | Potency, µM (series often up to 57.5 µM), without a hit: at the top dose activity change, negative = inhibition, usual class: inhibitors | actives 0.036% (n = 280,000) | TR-FRET MBNL1-His/biotin-(CUG)12 binding, 665/545 ratio; active means well fitted inhibition curve with a large enough effect in the signal ratio, with a control signal flat, not every such curve was filed as active; inconclusive means small, poorly fitted or top-dose-only effect, or effect the other way, or a change in a side signal; inactive means no such curve, though single readings can be large or run the other way; the % refers to the signal ratio; further: potency means the concentration at half of the fitted maximal effect; on the % scale 0 is the no-effect control and ±100 the full control effect
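Compounds (final 92 nM to 58 uM) are added to His-tagged MBNL1 and biotin-(CUG)12, then terbium anti-His antibody and streptavidin-XL665 (5 nM final). After 60 min at room temperature, the 665/545 nm ratio is read.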
hERG WT inh = inhibitors of human wildtype KCNH2 potassium channel. AID 720551. actives 0.37% (n = 340,000). Q12809. U2OS, BacMam KCNH2, thallium flux FluxOr; active compounds read low. activity change, % at 1.84 µM;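 active means maximum activity change below -70%; inconclusive means maximum activity change between -70% and -50%; inactive means maximum activity change above -50%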; further: on the % scale 0 is the no-effect control and ±100 the full control effect
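U2OS cells were transduced with wild-type KCNH2 virus (2.03 x 10^8 / mL) for 4 h at room temperature, then cultured overnight at 37 C. Thallium flux was read with FluxOr dye. Rate constants were normalized to DMSO controls.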
GALK inh = inhibitors of human galactokinase; P51570; Purified GALK, Kinase-Glo residual ATP luminescence; Potency, µM (top dose mostly 57.5 µM), for the others: at the highest dose activity change, negative = inhibition, actives largely listed as inhibitors; actives 0.007% (n = 270,000); AID 1868; further: potency means the concentration at half of the fitted maximal effect; on the % scale 0 is the no-effect control and ±100 the full control effect
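Quantitative HTS: GALK 5 nM, ATP 35 uM, galactose 100 uM, 1 h room temperature, then luciferase-based ATP detection.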
USP2a block = blocks human ubiquitin-specific protease USP2a; O75604; USP2 core, Ub-CHOP2 coupled fluorogenic reporter, 485/531; Potency, µM (top dose mostly 38.3 µM), for inactives: at the top dose activity change, negative = inhibition, actives largely listed as inhibitors; actives 0.01% (n = 330,000); AID 463254;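 further: potency means the concentration at half of the fitted maximal effect; plate controls were DMSO wells for no effect and full inhibition by NEM control for full effect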
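Cell-free coupled assay: 10nM USP2 core preincubated 30min RT with compound in Tris-HCl pH 8.0/CaCl2/CHAPS buffer, then 25nM Ub-CHOP2 and 25nM reporter substrate; fluorescence (Ex 485/Em 531) read after 60min RT, normalized to NEM inhibition, concentration-response curves fitted.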
PKM2 activator = increases activity of human pyruvate kinase M2; P14618; purified PKM2, Kinase-Glo ATP luminescence, activation; response scale: 0% is enzyme alone, no compound; Potency, µM (titrated, usually from 57.5 µM), inactives show top-dose activation, usual class: activators; actives 0.34% (n = 260,000); AID 1631; further: potency means the concentration at half of the fitted maximal effect; on the % scale 0 is the no-effect control and ±100 the full control effect; nearly all actives have a fitted effect of over 55% in size
Target sequence (P14618 whole entry, looked up): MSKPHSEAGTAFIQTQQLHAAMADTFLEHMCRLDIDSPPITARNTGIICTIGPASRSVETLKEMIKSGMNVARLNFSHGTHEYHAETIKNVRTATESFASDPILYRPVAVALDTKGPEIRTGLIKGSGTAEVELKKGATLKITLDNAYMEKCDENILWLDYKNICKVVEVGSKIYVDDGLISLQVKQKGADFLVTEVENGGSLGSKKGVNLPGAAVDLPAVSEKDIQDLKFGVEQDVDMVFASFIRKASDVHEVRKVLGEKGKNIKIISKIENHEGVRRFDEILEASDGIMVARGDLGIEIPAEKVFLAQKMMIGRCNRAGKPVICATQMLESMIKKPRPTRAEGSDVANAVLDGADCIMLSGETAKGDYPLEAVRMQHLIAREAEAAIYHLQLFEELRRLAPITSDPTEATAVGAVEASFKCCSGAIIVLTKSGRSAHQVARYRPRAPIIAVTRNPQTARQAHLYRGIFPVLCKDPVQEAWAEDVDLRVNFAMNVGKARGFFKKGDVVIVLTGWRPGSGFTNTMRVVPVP
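Purified hPK-M2 (>95% pure) converted ADP (0.1 mM final) to ATP with 0.5 mM PEP in 50 mM imidazole pH7.2, KCl, MgCl2, Tween 20, BSA; 1 h at room temperature. ATP detected by Kinase-Glo luminescence.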
Numbers without * were called inactive; u = inconclusive; x = not tested or not shown; [ ] = remark or other dose. Unless noted, the call rests on the fitted dose curve; in most records, active means well fitted curve in the direction sought with a large enough effect; inconclusive means small, poorly fitted or top-dose-only effect, or another doubt; inactive means no such curve, though single readings can be large; an effect the other way counts as inactive or inconclusive. An excerpt, so the mix of outcomes need not match the whole.

SMILES	S-ASM inh	TSHR antagonist	Mito fusion yeast	Eya2 inh	Chronic BCR inh	Menin-MLL TR inh	MBNL1 CUG block	hERG WT inh	GALK inh	USP2a block	PKM2 activator
CN(Cc1ccccc1)C(=O)COC(=O)c1cc(NS(=O)(=O)c2cccs2)ccc1O	0%	-8	6%	-18%	-4%	17%	-2%	x	15%	4%	u
COc1ccc(CNC(=O)C(=O)NCC2OCCN2S(=O)(=O)c2cccs2)cc1 (stereo not drawn)	3%	-2	-1%	-3%	2%	7%	-22%	1	x	1%	-1%
Cn1c(SCC(=O)Nc2ccccc2C(F)(F)F)nc2c(c1=O)SCC2	3%	-6	2%	-12%	5%	x	0%	5	7%	-1%	-8%
NC(=S)NCc1cccnc1	4%	-3	4%	-1%	10%	3%	-4%	-13	1%	0%	-26%
COC(=O)[C@H](C)NC(=O)Nc1ccc(OC)cc1OC	1%	-13	-2%	21%	1%	-3%	-2%	-1	-3%	0%	16%
COC(=O)c1cc(NC(=O)c2ccc([N+](=O)[O-])cc2)c(=O)oc1C	0%	-7	2%	5%	u	19%	u	-26	-1%	3%	0%
Cc1cccc(Cn2cnc3c(nnn3Cc3ccc(F)cc3)c2=O)c1	0%	-14	-1%	-6%	8%	32%[activator]	0%	-7	-2%	0%	14%
CN1CCN(C(=O)CC23CC4CC(CC(C4)C2)C3)CC1	2%	0	-9%	-7%	0%	0%	-6%	-6	3%	0%	0%
CCOC(=O)c1[nH]c(C)c(C(=O)NC(C)CC)c1C (stereo not drawn)	0%	5	1%	1%	0%	-7%	-5%	-4	0%	0%	-6%
CNC(=O)/C(C#N)=C/c1cn(CC(=O)NCc2ccco2)c2ccccc12	8%	11	-2%	11%	-12%	3%	u	-5	5%	-4%	-2%
COc1ccc(C2CC(c3ccccc3)=NN2C(=O)COC(=O)c2ccc(Cl)nc2)cc1 (stereo not drawn)	-3%	10	22%	0%	u	2%	33%[activator]	-6	0%	4%	-1%
CCC1(CC)NC(=O)NC1=O	-1%	2	1%	7%	u	2%	-9%	-9	1%	6%	1%
CC1(c2ccc3ccccc3c2)NC(=O)N(CC(=O)N2CCN(c3ccccc3O)CC2)C1=O (stereo not drawn)	-1%	-17	1%	1%	-1%	x	2%	3	-2%	-1%	-3%
Nc1ccc(/C=C/C(=O)c2ccco2)cc1	13%	7	0%	5%	u	11%	11%	-37	1%	3%	-7%
CCc1cc(=O)oc2cc(OC(C)C(=O)NCC3CCC(C(=O)O)CC3)c(Cl)cc12 (stereo not drawn)	-2%	-11	-2%	2%	-2%	16%	3%	2	x	2%	1%
COc1cccc(/C=N/NC(=S)Nc2cccc(C(=O)O)c2)c1O	0%	-1	1%	5%	u	6%	-4%	4	-3%	4%	1%
CCOC(=O)c1c(C)[nH]c(C(=O)COC(=O)C(C)Oc2ccc(Cl)cc2Cl)c1C (stereo not drawn)	-18%	-2	3%	2%	-8%	28%	-13%	1	-1%	5%	-4%
Cc1ccc(C)c(COc2coc(CN3CCN(C(=O)c4ccco4)CC3)cc2=O)c1	x	7	16%	13%	4%	x	x	11	x	1%	x
CCOC(=O)Cn1cnc2c(nnn2Cc2ccc(Cl)cc2)c1=O	0%	-1	-1%	-28%	10%	-3%	1%	-8	0%	1%	3%
COc1ccc(S(=O)(=O)N2c3ccccc3OCC2c2ccccc2)cc1 (stereo not drawn)	-3%	-8	4%	-33%	-23%	12%	-5%	3	1%	2%	-1%
S=c1nc[nH]c2c1sc1nc(-c3ccccc3)c3c(c12)CCCC3	-12%	13	23%	4%	17%	u	1%	-3	-3%	2%	5%
CCCC(c1nnnn1C(C)(C)C)N1CCN(Cc2ccccc2OC)CC1 (stereo not drawn)	1%	16	19%	-8%	2%	u	-26%	-4	0%	1%	23%
c1ccc(-c2cc(N3CCCCCC3)n[nH]2)cc1	-2%	-9	-5%	18%	u	-21%	2%	-4	0%	-1%	13%
Cc1c2c(nc3c(C)cccc13)OC(C)C2 (stereo not drawn)	4%	-9	1%	-13%	u	2%	-4%	11	-1%	3%	-2%
CNS(=O)(=O)c1cccc(C(=O)NCC2(N3CCCCC3)CCCCC2)c1	2%	1	4%	8%	-3%	21%	7%	0	0%	3%	1%
COC(=O)CSC1=C(C#N)C(=O)NC2(CCCCC2)S1	-2%	9	-6%	-5%	-1%	1%	-5%	-6	0%	5%	-21%
c1ccc2c(c1)nc(-c1ccncc1)n1nnnc21	-2%	21	4%	4%	-15%	-1%	34%[activator]	3	0%	-1%	4%
Cc1cccc(C(=O)NCc2nnc(SCC(=O)Nc3nncs3)n2C)c1	-3%	7	-8%	-31%	-27%	8%	-6%	5	14%	1%	1%
CCOc1ccc(NC(=O)c2csc3c2CCCC3)cc1	0%	-9	18%	-5%	-1%	8%	-1%	2	x	1%	1%
CN(N)c1nc2ccccc2nc1C(F)(F)F	9%	1	-3%	10%	1%	5%	0%	-7	0%	0%	-2%
COc1ccc(C(=O)NCC(=O)OCn2nnc3ccccc3c2=O)cc1OC	x	-4	1%	3%	u	-6%	-1%	x	-2%	-1%	-4%
COc1cc(-c2nc3ccccn3c2NCC2CCCO2)ccc1O (stereo not drawn)	94%[activator]	-23	0%	10%	-2%	0%	5%	1	-1%	0%	-3%
COc1ccc(C(=O)NNC(=O)C23CC4CC(CC(C4)C2)C3)c(OC)c1	1%	-33	12%	0%	0%	-10%	2%	-2	-4%	2%	-13%
Cc1ccc(N2C(=O)C(F)(F)C2c2ccccc2)cc1 (stereo not drawn)	-4%	-7	10%	-18%	3%	3%	0%	-7	-1%	-2%	-3%
Cc1noc(C)c1COc1ccc(C(=O)N2CC(C)CC(C)C2)cc1 (stereo not drawn)	-4%	-13	7%	0%	0%	x	x	-7	x	0%	x
CCOC(=O)C1CCN(S(=O)(=O)c2c(Cl)ccc3nonc23)CC1	x	-90*	-24%	4%	u	x	u	x	-9%	2%	1%
C=C(C(=O)Oc1c(C(C)(C)C)cccc1C(C)(C)C)c1ccccc1	1%	-5	-5%	4%	0%	x	x	-1	x	1%	x
COCCOC(=O)c1c(C)oc2ccc(OCc3cc(C(=O)OC)oc3C)cc12	-5%	-30	24%	-11%	7%	-14%	-9%	11	6%	2%	-1%
CC(C)Cn1c(N)c(C(=O)COC(=O)c2cc(F)cc(F)c2)c(=O)n(C)c1=O	0%	-3	13%	-1%	-2%	16%	-1%	7	9%	-2%	0%
CCOC(=O)CN1C(=O)CN(c2ccc(C)c(C)c2)C1=O	2%	-10	-2%	-1%	3%	12%	-7%	-14	-1%	3%	14%
O=C(CNc1ccc(Oc2ccccc2)cc1)N1CCOCC1	-1%	-1	4%	-3%	7%	-12%	-1%	-7	2%	0%	-8%
Cc1nc2c(-c3ccc(F)cc3)c(C)nn2c(C)c1CCC(=O)NCCN1CCOCC1	-7%	-9	0%	2%	10%	4%	-7%	3	2%	2%	0%
CC(=O)c1cccc(OCC(=O)Nc2cc(Cl)ccc2-n2cncn2)c1	-5%	0	0%	21%	-14%	x	x	7	x	1%	x
COc1ccc2[nH]c(=O)c(CN(C(=O)c3cccnc3)c3cccc(C)c3)cc2c1	34%	0	3%	-3%	-8%	x	0%	8	1%	1%	0%
O=C(Nc1cccc2ccccc12)c1ccccc1	0%	-82*	3%	5%	-12%	8%	7%	-10	-3%	-2%	13%
CNC(=O)COC(=O)c1ccc([N+](=O)[O-])cc1Cl	-1%	2	-12%	-1%	7%	1%	u	-1	-4%	3%	-1%
CN(c1c(C#N)c(C(F)(F)F)nn1C)N(S(C)(=O)=O)S(C)(=O)=O	2%	-1	-8%	2%	19%	7%	-13%	-4	5%	1%	-5%
CC(C)CNS(=O)(=O)c1ccc(C(=O)Nc2ccc3c(c2)OCCO3)cc1	-1%	21	4%	-1%	u	u	-4%	-18	3%	2%	-9%
